SENP7 block: SENP7 protease inhibitors, primary screen, biochemical, luminescence, uHTS; actives 1.5% (n = 330,000); recombinant SENP7, Z-RLRGG-aminoluciferin luminescence, 40 min; inhibition, % at 5 µM; Sentrin-specific protease 7 (Homo sapiens), Q9BQF6;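 active = inhibition above about 50% at the single test dose, limit read from the data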;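 also: plate controls were DMSO with enzyme for no effect and no enzyme buffer wells for full effect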
Target sequence (Q9BQF6 706-1050 limits assumed): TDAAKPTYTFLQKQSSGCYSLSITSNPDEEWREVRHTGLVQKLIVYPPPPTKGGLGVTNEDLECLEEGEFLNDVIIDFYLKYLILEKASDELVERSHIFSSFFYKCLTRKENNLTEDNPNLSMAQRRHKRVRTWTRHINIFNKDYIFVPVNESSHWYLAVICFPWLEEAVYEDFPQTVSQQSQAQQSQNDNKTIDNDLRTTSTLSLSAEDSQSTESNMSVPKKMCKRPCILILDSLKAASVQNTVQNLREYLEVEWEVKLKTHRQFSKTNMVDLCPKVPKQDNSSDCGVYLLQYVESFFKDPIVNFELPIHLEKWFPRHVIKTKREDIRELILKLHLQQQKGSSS
SENP8 block-1: SENP8 protease inhibitors, primary screen, biochemical, luminescence; Sentrin-specific protease 8 (Homo sapiens), Q96LD8; purified SENP8, Z-RLRGG-aminoluciferin cleavage; inhibition, % at 10 µM; actives 1.2% (n = 330,000); AID 2540, 2010; in the data active = inhibition above about 50%
SENP6 inh: SENP6 protease inhibitors, primary screen, biochemical, luminescence, uHTS | Recombinant SENP6 catalytic domain, aminoluciferin luminescence | inhibition, % at 10 µM | AID 2599, 2010 | actives 1.8% (n = 330,000) | Sentrin-specific protease 6 (Homo sapiens), Q9GZR1;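 active = inhibition above about 50% at the single tested dose, limit read from the data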;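 also: plate controls were DMSO wells with enzyme for no effect and DMSO wells lacking enzyme for full effect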
Target sequence (Q9GZR1 628-1112 limits assumed): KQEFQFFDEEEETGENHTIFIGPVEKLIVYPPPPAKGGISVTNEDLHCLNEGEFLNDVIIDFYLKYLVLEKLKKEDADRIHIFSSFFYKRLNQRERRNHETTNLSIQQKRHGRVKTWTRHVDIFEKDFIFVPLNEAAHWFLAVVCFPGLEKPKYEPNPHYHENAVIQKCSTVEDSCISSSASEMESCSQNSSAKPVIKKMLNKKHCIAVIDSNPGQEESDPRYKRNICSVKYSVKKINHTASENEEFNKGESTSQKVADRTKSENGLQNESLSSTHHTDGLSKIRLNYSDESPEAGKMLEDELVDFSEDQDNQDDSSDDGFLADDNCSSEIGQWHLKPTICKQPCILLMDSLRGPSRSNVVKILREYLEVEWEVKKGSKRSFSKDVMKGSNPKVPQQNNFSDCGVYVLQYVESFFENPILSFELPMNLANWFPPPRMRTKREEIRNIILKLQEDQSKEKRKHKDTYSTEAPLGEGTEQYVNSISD
HKDC1 inh: HKDC1 hexokinase inhibitors, primary screen, biochemical, fluorescence, uHTS. Q2TB90. recombinant HKDC1, G6PDH/diaphorase resazurin coupled fluorescence. inhibition, % at 20 µM. actives 0.16% (n = 340,000);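 active = inhibition above about 35% when tested at 20 µM, limit read from the data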;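 also: plate controls were DMSO wells with enzyme for no effect and DMSO wells lacking enzyme for full effect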
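Assay system: recombinant HKDC1 hexokinase; detection: coupled resazurin fluorescence, excitation 525 nm, emission 613 nm; benchmarks: DMSO-plus-enzyme-mix negative control, buffer-substituted positive control; compound dosing: single 20 µM dose; schedule: 90 min at room temperature in dark; also added: glucose plus 1 mM ATP as hexokinase substrates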
SENP8 block-2: human SENP8 protease inhibitors, primary screen, biochemical, fluorescence, Nedd8 protein substrate, uHTS | Sentrin-specific protease 8 (Homo sapiens), Q96LD8 | recombinant SENP8 | inhibition, % at 20 µM | actives 0.64% (n = 360,000) | AID 602440, 2012; in the data active = inhibition mostly above about 40%, no sharp cut-off; inactive = mostly below about 27%
Apaf-1 inh: inhibitors of human Apaf-1 apoptosome, primary screen, biochemical, DEVD-Rh110 fluorescence, uHTS; Apoptotic protease-activating factor 1 (Homo sapiens), O14727; reconstituted apoptosome caspase-3 activity; inhibition, % at 20 µM; actives 0.71% (n = 330,000); AID 489030, 2010; active = inhibition of at least 40% at 20 µM;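 also: plate controls were DMSO wells for no effect and DEVD-CHO caspase inhibitor wells for full effect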
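System: reconstituted apoptosome with Apaf-1, cytochrome c, caspase-9, procaspase-3, dATP; Signal: Rh110 fluorescence intensity; Schedule: 30 min compound preincubation, 50 min activation, room temperature; Reagent: cytochrome c trigger plus (Z-DEVD)2-Rh110 caspase-3 substrate.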
PfGluPho inh: PfG6PD enzyme inhibitors, primary screen, biochemical, fluorescence intensity, uHTS; AID 504690, 2011; glucose-6-phosphate dehydrogenase-6-phosphogluconolactonase (Plasmodium falciparum 3D7); PfGluPho enzyme, NADPH resazurin-diaphorase fluorescence; inhibition, % at 20 µM; actives 0.78% (n = 350,000);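 active = inhibition reaching at least a set limit at 20 µM in the primary screen, cut at about 59% in these data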;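 also: 0% = DMSO wells with substrate and 100% = DMSO wells lacking glucose-6-phosphate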
NLRP3 yeast inh: NALP3 inflammasome inhibitors in reconstituted yeast, primary screen, luminescence, uHTS; actives 0.39% (n = 330,000); Yeast reconstituted NLRP3/ASC/caspase-1, beta-gal luminescence, 24 h; inhibition, % at 10 µM;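 active = inhibition of 50% or more; inactive = inhibition below 50%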;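 also: plate controls were induced DMSO wells for no effect and uninduced yeast grown without galactose for full effect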
SENP1 inh: human SENP1 catalytic domain inhibitors, primary screen, biochemical, FRET, uHTS. Sentrin-specific protease 1 (Homo sapiens), Q9P0U3. inhibition, % at 10 µM. recombinant SENP1 catalytic domain, CyPet-SUMO1-YPet FRET cleavage. actives 0.21% (n = 360,000);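 active = inhibition at least 30% at 10 µM, raw YFP signal under a set limit, fluorescence ratio 0.5 to 1.5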;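 also: 0% = enzyme with DMSO and 100% = no enzyme wells; some results filed as inactive read as strong as hits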
Target sequence (Q9P0U3 419-644 limits assumed): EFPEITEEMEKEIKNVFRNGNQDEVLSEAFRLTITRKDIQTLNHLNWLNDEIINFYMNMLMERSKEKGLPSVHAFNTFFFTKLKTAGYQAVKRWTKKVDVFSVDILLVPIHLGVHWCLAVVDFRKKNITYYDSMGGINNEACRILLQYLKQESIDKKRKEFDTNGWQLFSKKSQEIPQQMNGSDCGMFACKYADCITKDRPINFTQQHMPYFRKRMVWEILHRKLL
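material = recombinant human SENP1 catalytic domain, His6-tagged | quantity = 20 pM enzyme | reagent = 25 nM SUMO1 FRET substrate | compound dosing = 10 µM single point, 0.5% DMSO | timing = 50 min enzyme reaction, room temperature, light-protected | detection = FRET, CFP and YFP emission | control set = no-enzyme low, enzyme-DMSO high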
The depositor's hits bear a star. Compounds as they come; about 4.1% have a hit in one of these screens.

CCCN1C(=O)C2(SC(NC(C)=O)=NN2C(C)=O)c2cc(C)cc(C)c21 (stereo not given) was read as SENP7 block -6, SENP8 block-1 -2, SENP6 inh -18, HKDC1 inh -5, SENP8 block-2 18, Apaf-1 inh -5, PfGluPho inh 6, NLRP3 yeast inh 16 and SENP1 inh 0.
Screening O=C(CS(=O)(=O)c1ccc(F)cc1)NCc1ccccc1 returned SENP7 block 7, SENP8 block-1 -7, SENP6 inh -19, HKDC1 inh -5, SENP8 block-2 12, Apaf-1 inh -10, PfGluPho inh 2, NLRP3 yeast inh 12 and SENP1 inh 0.
`C=CCNC(=O)c1ccc(OC2CCN(S(=O)(=O)N(C)C)CC2)cc1` gave SENP7 block -8, SENP8 block-1 -3, SENP6 inh -12, HKDC1 inh -5, SENP8 block-2 15, Apaf-1 inh -1, PfGluPho inh 1, NLRP3 yeast inh 15 and SENP1 inh 2.
Screening O=C(COc1ccc(Cl)cc1Cl)NNC(=S)Nc1ccc(F)cc1 returned SENP7 block 0, SENP8 block-1 -3, SENP6 inh -12, HKDC1 inh -2, SENP8 block-2 7, Apaf-1 inh 1, PfGluPho inh -13, NLRP3 yeast inh -16 and SENP1 inh 2.
Screening COc1ccc(Nc2nc(-c3sc(NC(C)=O)nc3C)cs2)cc1 returned SENP7 block 14, SENP8 block-1 6, SENP6 inh 9, Apaf-1 inh 11 and NLRP3 yeast inh 19.
For O=C(NCC(c1cccs1)N1CCc2ccccc21)c1ccccc1 (stereo not given) the results were SENP7 block 0, SENP8 block-1 -2, SENP6 inh 1, HKDC1 inh -2, SENP8 block-2 0, Apaf-1 inh 22, PfGluPho inh 18, NLRP3 yeast inh 5 and SENP1 inh -2.
`COc1ccc(-c2onc(C)c2-c2cscn2)c(O)c1` gave SENP7 block 5, SENP8 block-1 -4, SENP6 inh 4, HKDC1 inh 0, SENP8 block-2 3, Apaf-1 inh -2, PfGluPho inh -7, NLRP3 yeast inh 5 and SENP1 inh 2.
For O=C(c1cc2nc(-c3ccco3)cc(C(F)(F)F)n2n1)N1CCN(Cc2ccccc2)CC1 the results were SENP7 block -13, SENP8 block-1 -3, SENP6 inh -2, HKDC1 inh -7, SENP8 block-2 -291, Apaf-1 inh 20, PfGluPho inh 4, NLRP3 yeast inh -7 and SENP1 inh -49.
`O=C(/C=N/O)NCCCN1CCOCC1` gave SENP7 block 7, SENP8 block-1 2, SENP6 inh 2, HKDC1 inh -8, SENP8 block-2 20, Apaf-1 inh -1, PfGluPho inh 1, NLRP3 yeast inh 25 and SENP1 inh 1.
For O=C(CNC(=O)c1cccc(OC(F)F)c1)OCn1nnc2ccccc2c1=O the results were SENP7 block 1, SENP8 block-1 2, SENP6 inh 12, HKDC1 inh -5, SENP8 block-2 -30, Apaf-1 inh 4, PfGluPho inh 12, NLRP3 yeast inh 15 and SENP1 inh 1.

Reprinted from the part before: 2 compounds; new compounds follow.
`O=C(/C=N/O)NCCCN1CCOCC1` gave SENP7 block 7, SENP8 block-1 2, SENP6 inh 2, HKDC1 inh -8, SENP8 block-2 20, Apaf-1 inh -1, PfGluPho inh 1, NLRP3 yeast inh 25 and SENP1 inh 1.
For O=C(CNC(=O)c1cccc(OC(F)F)c1)OCn1nnc2ccccc2c1=O the results were SENP7 block 1, SENP8 block-1 2, SENP6 inh 12, HKDC1 inh -5, SENP8 block-2 -30, Apaf-1 inh 4, PfGluPho inh 12, NLRP3 yeast inh 15 and SENP1 inh 1.
`CCOC(=O)c1ccc(NC(=S)Nc2ccc(C)cc2)cc1` gave SENP7 block -6, SENP8 block-1 -1, SENP6 inh -13, HKDC1 inh -1, SENP8 block-2 8, Apaf-1 inh 3, PfGluPho inh 4, NLRP3 yeast inh 23 and SENP1 inh 2.
Screening Cn1c(SCC(=O)NNC(=S)Nc2ccccc2)nnc1-c1ccncc1 returned SENP7 block -5, SENP8 block-1 -8, SENP6 inh -28, Apaf-1 inh 9 and NLRP3 yeast inh 20.
O=C(CSc1ncccn1)N1CCN(Cc2ccccc2)CC1 was read as SENP7 block -2, SENP8 block-1 7, SENP6 inh -5, HKDC1 inh -8, SENP8 block-2 11, Apaf-1 inh -11, PfGluPho inh 3, NLRP3 yeast inh 1 and SENP1 inh 0.
For O=C(NC1CCCCCC1)c1cccc(N2CCCC2=O)c1 the results were SENP7 block 10, SENP8 block-1 3, SENP6 inh 6, HKDC1 inh -1, SENP8 block-2 13, Apaf-1 inh -1, PfGluPho inh -2, NLRP3 yeast inh -1 and SENP1 inh 1.
`COc1ccc(-n2c(C)cc(C(=O)COC(=O)c3cc(NC(=O)c4cccs4)c(OC)c(OC)c3)c2C)cc1` gave SENP7 block -10, SENP8 block-1 -9, SENP6 inh -5, HKDC1 inh -12, SENP8 block-2 -71, Apaf-1 inh 3, PfGluPho inh -13, NLRP3 yeast inh 2 and SENP1 inh -1.
Screening CNCCC1Sc2ccccc2Oc2ccccc21 (stereo not given) returned SENP7 block 3, SENP8 block-1 0, SENP6 inh -22, HKDC1 inh 7, SENP8 block-2 13, Apaf-1 inh -3, PfGluPho inh -13, NLRP3 yeast inh 22 and SENP1 inh 2.
For COc1ccc(CCN=C(C)C2=C(O)C(c3ccccc3)OC2=O)cc1OC (stereo not given) the results were SENP7 block -3, SENP8 block-1 -2, SENP6 inh -29, HKDC1 inh -10, SENP8 block-2 -4, Apaf-1 inh -2, PfGluPho inh 23, NLRP3 yeast inh 18 and SENP1 inh 2.
`O=C(Nc1ccc(Cl)cc1)C1CCCCN1S(=O)(=O)c1ccccc1` (stereo not given) gave SENP7 block 4, SENP8 block-1 -2, SENP6 inh 11, HKDC1 inh -5, SENP8 block-2 12, Apaf-1 inh 17, PfGluPho inh 9, NLRP3 yeast inh 19 and SENP1 inh 0.
COc1ccc(Cl)cc1NC(=S)N1CC(C)OC(C)C1 (stereo not given) was read as SENP7 block 1, SENP8 block-1 -3, SENP6 inh 1, HKDC1 inh -4, SENP8 block-2 5, Apaf-1 inh 4, PfGluPho inh -3, NLRP3 yeast inh 8 and SENP1 inh 2.
Screening O=C(CN1c2ccccc2Sc2ccccc21)NNC(=O)Nc1cccc(Cl)c1 returned SENP7 block -11, SENP8 block-1 -7, SENP6 inh -56, HKDC1 inh -2, SENP8 block-2 -4, Apaf-1 inh 20, PfGluPho inh -7, NLRP3 yeast inh -3 and SENP1 inh -1.
`COc1ccc(C(=O)N/N=C/c2ccc(OC)c(CSc3ccccn3)c2)cc1` gave SENP7 block 1, SENP8 block-1 7, SENP6 inh -6, HKDC1 inh 6, SENP8 block-2 -15, Apaf-1 inh 16, PfGluPho inh 6, NLRP3 yeast inh 20 and SENP1 inh 2.
Screening Cc1[nH]oc(=O)c1N=Nc1c(Cl)cccc1Cl returned SENP7 block 3, SENP8 block-1 -9, SENP6 inh -16, HKDC1 inh -6, SENP8 block-2 23, Apaf-1 inh -1, PfGluPho inh -9, NLRP3 yeast inh -1 and SENP1 inh 3.
`CCOc1ccc(-c2n[nH]c(C)c2Oc2ccccc2OC)c(O)c1` gave SENP7 block -7, SENP8 block-1 -15, SENP6 inh -18, HKDC1 inh -5, SENP8 block-2 6, Apaf-1 inh 14, PfGluPho inh -18, NLRP3 yeast inh 12 and SENP1 inh -1.
Cc1nn(CCCC(=O)Nc2ccc(Br)cc2F)c(C)c1[N+](=O)[O-] was read as SENP7 block -5, SENP8 block-1 -8, SENP6 inh -5, HKDC1 inh -3, SENP8 block-2 16, Apaf-1 inh 9, PfGluPho inh 5, NLRP3 yeast inh 9 and SENP1 inh 1.
COc1cc(C(=O)N[C@@H](C)C(=O)N2CCC3(CC2)NCCc2[nH]cnc23)cc(OC)c1OC was read as SENP7 block 0, SENP8 block-1 -16, SENP6 inh -10, HKDC1 inh 1, SENP8 block-2 13, Apaf-1 inh -2, PfGluPho inh 8, NLRP3 yeast inh 10 and SENP1 inh 3.
Screening C=CCn1c(C)cc(C(=O)CSc2ccc(NC(C)=O)cc2)c1C returned SENP7 block 0, SENP8 block-1 -6, SENP6 inh -8, HKDC1 inh 0, SENP8 block-2 22, Apaf-1 inh -3, PfGluPho inh -5, NLRP3 yeast inh 17 and SENP1 inh -2.
`O=C(CNC(=O)c1cccc(F)c1)N/N=C/c1cc(Br)ccc1OC(=O)/C=C/c1ccco1` gave HKDC1 inh -12, SENP8 block-2 -14, PfGluPho inh 15 and SENP1 inh -42.
COc1ccc(-c2cc(-c3cccs3)nc(OC)c2C#N)cc1OC was read as SENP7 block 6, SENP8 block-1 -2, SENP6 inh -7, HKDC1 inh -6, SENP8 block-2 -384, Apaf-1 inh -2, PfGluPho inh 6, NLRP3 yeast inh 16 and SENP1 inh -1.
Screening CC(C)(C)c1cc(OC(=O)c2ccccc2F)ccc1O returned SENP7 block -7, SENP8 block-1 -7, SENP6 inh -20, HKDC1 inh 10, SENP8 block-2 4, Apaf-1 inh 16, PfGluPho inh 26, NLRP3 yeast inh 4 and SENP1 inh -2.
`O=C(COC(=O)c1ccc(F)c(S(=O)(=O)N2CCOCC2)c1)c1ccc(Cl)cc1` gave SENP7 block -6, SENP8 block-1 0, SENP6 inh -17, HKDC1 inh -2, SENP8 block-2 16, Apaf-1 inh 16, PfGluPho inh 9, NLRP3 yeast inh -6 and SENP1 inh 1.
Screening COCC(C)NC(=O)CSc1nc2ccccc2n1CCc1ccccc1 (stereo not given) returned SENP7 block -9, SENP8 block-1 -8, SENP6 inh -3, HKDC1 inh -9, SENP8 block-2 14, Apaf-1 inh 8, PfGluPho inh 6, NLRP3 yeast inh 3 and SENP1 inh 2.
CCN1C2=NCCCN2c2ccccc21 was read as SENP7 block 3, SENP8 block-1 1, SENP6 inh 9, HKDC1 inh -6, SENP8 block-2 20, Apaf-1 inh -16, PfGluPho inh -2, NLRP3 yeast inh 11 and SENP1 inh 0.
CC(C)Cn1c(-c2cccs2)nc2ccccc21 was read as SENP7 block 2, SENP8 block-1 3, SENP6 inh 14, HKDC1 inh 1, SENP8 block-2 -314, Apaf-1 inh 10, PfGluPho inh -1, NLRP3 yeast inh 40 and SENP1 inh 1.
`S=C(Nc1ccccc1)Nc1nc2ccccc2n1CCOc1ccccc1` gave SENP7 block 1, SENP8 block-1 -13, SENP6 inh -19, HKDC1 inh -32, SENP8 block-2 -5, Apaf-1 inh -16, PfGluPho inh 3, NLRP3 yeast inh 18 and SENP1 inh 1.

Compound activity deposited in PubChem BioAssay by Sanford-Burnham Center for Chemical Genomics.
